Screens (PubChem BioAssay)
TSHR antagonist = human thyrotropin receptor antagonism; P16473; TSHR-expressing cells, TSH-stimulated cAMP HTRF, 2 h; hits give low values; activity change, negative = inhibition, % at 11.5 µM; AID 504810; hit rate 0.2% among 330,000;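 active means activity change below a set negative limit, meaning inhibition stronger than a set level, cut at about -70% in these data; inconclusive means activity change between two set negative limits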; further: on the % scale 0 is the no-effect control and ±100 the full control effect
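Freshly harvested TSHR cells receive pin-tooled compound, then EC80 TSH at 4nM final. After 2 hours at 37 deg C, antibody in lysis buffer and cAMP-d2 are added; 30 minutes at ambient temperature precede the HTRF read.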
GALK inh = galactokinase (human) inhibition | P51570 | Purified GALK, Kinase-Glo residual ATP luminescence | Potency, µM (series often up to 57.5 µM), without a hit: at the top dose activity change, negative = inhibition, most hits filed as inhibitors | hit rate 0.007% among 270,000; further: potency means the concentration at half of the fitted maximal effect; on the % scale 0 is the no-effect control and ±100 the full control effect
Target sequence (P51570 whole entry, looked up): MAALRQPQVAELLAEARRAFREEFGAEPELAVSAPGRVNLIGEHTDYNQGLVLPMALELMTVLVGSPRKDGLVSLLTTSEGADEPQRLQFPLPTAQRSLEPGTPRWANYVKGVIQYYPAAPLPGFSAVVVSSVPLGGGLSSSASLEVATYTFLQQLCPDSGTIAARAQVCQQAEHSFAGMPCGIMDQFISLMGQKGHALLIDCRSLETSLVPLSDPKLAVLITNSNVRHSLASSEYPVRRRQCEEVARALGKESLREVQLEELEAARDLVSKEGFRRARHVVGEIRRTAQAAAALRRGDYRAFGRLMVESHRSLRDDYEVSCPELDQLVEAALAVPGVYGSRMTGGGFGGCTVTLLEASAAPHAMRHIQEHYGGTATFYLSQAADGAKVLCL
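ATP-depletion format; final 35 uM ATP, 100 uM D-galactose, 5 nM enzyme; pH 8.0 HEPES/Mg2+ buffer; 60 min RT; luminescence read 10 min after detection reagent.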
TCR activator = activates T cell receptor signaling; primary human leukocytes, anti-CD3, IL-2 HTRF, 48 h; Potency, µM (doses to about 9.22 µM), for inactives: at the highest dose activation of IL-2 secretion, actives largely listed as activators; 330,000 tested, under 10 active; AID 504894; further: % of control where 0% means no effect
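HTRF read-out of IL-2 secretion: europium cryptate donor excited at 320nm, d2 acceptor emission at 665nm. Cells were primary human leukocytes incubated 48 hr with compounds and a-CD3 beads, supplying TCR signal only.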
BCR signal inh = blocks chronic active B-cell receptor signaling. ABC-DLBCL IkBa-CBG/CBR reporter, luminescence ratio, 4 h. Potency, µM (top dose mostly 46.1 µM), inactives show at the top dose ratio change, negative = lower green/red ratio, usual class: inhibitors. hit rate 0.05% among 340,000. AID 493014; active means well fitted inhibition curve with a large enough effect in the signal ratio, with a control signal flat, not every such curve was filed as active; inconclusive means small, poorly fitted or top-dose-only effect, or effect the other way, or a change in a side signal; the % refers to the signal ratio;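 further: potency means the concentration at half of the fitted maximal effect; plate controls were basal doxycycline-induced cells for no effect and cells given 10 µM MG132 for full effect; MG132 reads +100%, hits lower the ratio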
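TMD8 ABC-DLBCL cells carrying doxycycline-inducible green luciferase fused to IkappaBalpha plus unfused red luciferase were exposed to compounds (up to 46 uM) for 4 hrs at 37C. Activity came from the overlap-corrected green/red luminescence ratio.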
A-T KAP1 phos = potential ataxia-telangiectasia treatment | […] A-T fibroblasts, KAP-1 phosphorylation AlphaLISA; neocarzinostatin DNA damage 30 min before lysis | Potency, µM (titrated, usually from 57.5 µM), for inactives: top-dose activation, hits mostly activators | hit rate 0.19% among 320,000; further: potency means the concentration at half of the fitted maximal effect; % of control where 0% means no effect; nearly all actives have a fitted effect of over 45% in size
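hTERT-immortalized A-T patient fibroblasts ([…]), 500 cells/well in OPTI-MEM, 1% FBS, got compounds for 60 min, then NCS for 30 min at 37C. Lysates were then assayed for phospho-KAP-1 by AlphaLISA (anti-pKAP1 donor, anti-KAP1 acceptor beads), 6 hr at 25C.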
Tb PFK block = inhibitors of T. brucei phosphofructokinase. T. brucei PFK, ADP-Glo luminescence. Potency, µM (highest dose often 57.5 µM), without a hit: at the highest dose activity, negative = inhibition, most hits filed as inhibitors. O15648. AID 485367. hit rate 0.17% among 330,000;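 further: potency means the concentration at half of the fitted maximal effect; 0% = uninhibited 1x PFK enzyme wells and -100% = no-enzyme wells; nearly all actives have a fitted effect of over 60% in size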
Target sequence (O15648 whole entry, looked up): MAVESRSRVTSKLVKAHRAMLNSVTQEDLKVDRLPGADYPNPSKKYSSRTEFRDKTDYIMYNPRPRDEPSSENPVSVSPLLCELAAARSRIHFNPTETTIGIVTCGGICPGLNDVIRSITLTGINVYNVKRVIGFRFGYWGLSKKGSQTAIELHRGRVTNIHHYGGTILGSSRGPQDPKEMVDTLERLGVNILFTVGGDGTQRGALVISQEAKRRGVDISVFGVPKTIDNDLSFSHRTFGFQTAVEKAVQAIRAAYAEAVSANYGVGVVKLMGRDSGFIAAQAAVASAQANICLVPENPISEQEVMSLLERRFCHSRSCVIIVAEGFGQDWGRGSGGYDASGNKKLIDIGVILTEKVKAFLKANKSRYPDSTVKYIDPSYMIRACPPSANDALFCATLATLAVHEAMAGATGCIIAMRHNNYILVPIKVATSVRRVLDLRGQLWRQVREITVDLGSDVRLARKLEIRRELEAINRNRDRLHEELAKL
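1.25 nM PFK with 0.5 mM F6P and 0.1 mM ATP in 0.1 M TEA pH 8.0, 5 mM MgCl2, incubated 45 min at room temperature; ADP measured by ADP-Glo luminescence; compounds titrated up to 57 uM.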
FBPA coupling cs = counter-screen for Giardia aldolase inhibitors: coupling enzyme system; hit rate 0.67% among 290,000; coupling enzyme system counterscreen, AmpLite Red fluorescence; activity change, negative = inhibition, % at 58.2 µM, hits read low; AID 2472; in the data active means activity change below about -30%; further: on the % scale 0 is the no-effect control and ±100 the full control effect
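Counterscreen lacking aldolase: glyceraldehyde-3-phosphate coupling-enzyme reagent preincubated 10 min at RT with compound (at 57.5 uM final), then substrate/coupling system with AmpLite Red added; fluorescence read at 525/598 nm after 20 min RT.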
MLL CXXC-DNA inh = inhibitors of human MLL CXXC domain-DNA interaction; MLL-CXXC / FITC-HOXA9 DNA fluorescence polarization; Potency, µM (doses to about 115 µM), without a hit: at the top dose activity change, negative = inhibition, usual class: inhibitors; hit rate 0.037% among 290,000; AID 2662; active means well fitted inhibition curve with a large enough effect in the polarisation, with a control signal flat, not every such curve was filed as active; inconclusive means small, poorly fitted or top-dose-only effect, or effect the other way, or a change in a side signal; inactive means no such curve, though single readings can be large or run the other way; the % refers to the polarisation; further: potency means the concentration at half of the fitted maximal effect
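Steps: dispense CXXC domain solution (7 uM) → pin compounds or unlabeled HOX-A9 DNA control → 5 min ambient → add FLSN-HOX-A9 solution (50 nM) → spin → 30 min ambient → fluorescence polarization. Tris pH 7.5/NaCl/DTT/BSA buffer.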
Giardia kill = kills Giardia lamblia. Giardia lamblia trophozoite viability. activity change, % at 7.66 µM, hits read low. hit rate 0.15% among 340,000. AID 540267; in the data active means activity change below about -80%; inconclusive means between about -30% and that limit;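 further: parasites exposed to compound for two days anaerobically before the ATP read; on the % scale 0 is the no-effect control and ±100 the full control effect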
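Anaerobic 48 hrs incubation at 37 deg C of 100 trophozoites/well with test compounds; ATPLite 1-Step luminescence, 15-30 min RT, reports cellular ATP as viability.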
hERG WT inh = KCNH2 (human, wildtype) channel inhibition; hit rate 0.37% among 340,000; activity change, % at 1.84 µM; U2OS, BacMam KCNH2, thallium flux FluxOr; hits give low values; Q12809; AID 720551;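 active means maximum activity change below -70%; inconclusive means maximum activity change between -70% and -50%; inactive means maximum activity change above -50%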; further: on the % scale 0 is the no-effect control and ±100 the full control effect
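U2OS cells transduced with wild-type KCNH2 virus are loaded with FluxOr dye for 45 min, and thallium flux is measured in kinetic reads before and after stimulation buffer. Rate constants are normalized to DMSO controls.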
Starred values were filed as active, the others as inactive; ? = inconclusive; . = no result given; [ ] = remark or other dose. Unless noted, the call rests on the fitted dose curve; in most records, active means well fitted curve in the direction sought with a large enough effect; inconclusive means small, poorly fitted or top-dose-only effect, or another doubt; inactive means no such curve, though single readings can be large; an effect the other way counts as inactive or inconclusive.

SMILES	TSHR antagonist	GALK inh	TCR activator	BCR signal inh	A-T KAP1 phos	Tb PFK block	FBPA coupling cs	MLL CXXC-DNA inh	Giardia kill	hERG WT inh
CC(C)CCNC(=O)c1onc(CSc2nc3ccccc3[nH]2)c1C(=O)NCCC(C)C	12	.	2%	13%	-5%	-6%	-5	-12%	24	7
CC(=O)N=c1sc2nc3ccccc3nc2n1N(C(C)=O)C(C)=O	5	-2%	6%	?	-1%	25%	-1	17%	-4	-12
COc1ccc(CCNC(=O)c2cc3c(=O)n4cccc(C)c4nc3s2)cc1OC	-17	-3%	-6%	1%	0%	0%	-1	18%	37[activator]	4
Clc1ccccc1COc1ccc(/C=N/n2cnnc2)cc1	3	2%	4%[46.1 µM]	0%	3%	3%	6	7%	-19	-14
C=CCn1c(Sc2ncc([N+](=O)[O-])s2)n[nH]c1=O	?	0%	6%	?	-20%	-14%	-7	3%	-26	7
O=S(=O)(c1ccc(SCCOc2ccc(Cl)cc2)nc1)N1CCCC1	?	.	6%	-15%	9%	-2%	.	.	6	4
Cc1ccc2c(CN3CCN(Cc4ccc5c(c4)OCO5)CC3)cc(=O)oc2c1C	-24	-1%	.	?	0%	2%	-3	12%	5	41
COc1ccc(OCCNC2CCCC2)cc1	-1	0%	1%[46.1 µM]	0%	1%	-1%	1	-3%	?	-17
CCNC(=S)N1N=C2c3ccccc3CCC2C1c1ccc(F)cc1 (stereo not drawn)	-19	0%	0%	-8%	5%	1%	-3	2%	2	6
COc1ccc(N2C(=O)CC(S/C(N)=N/N=C/c3ccnc4ccccc34)C2=O)cc1 (stereo not drawn)	11	1%	2%[46.1 µM]	2%	-1%	2%	2	2%	.	.
S=c1[nH]nc(Nc2ccccc2Cl)s1	8	-3%	7%	?	-7%	?	1	-2%	9	9
C[C@H](CO)N1C[C@H](C)[C@H](CN(C)Cc2ccccc2)Oc2c(NC(=O)Nc3ccc(F)cc3)cccc2C1=O	-1	.	0%	?	2%	5%	.	.	-15	7
O=C(c1ccccc1)N1CCN(C(=O)c2ccc3c(c2)OCCO3)CC1	-2	7%	-4%	0%	-2%	-2%	-1	-1%	-13	-10
CCOC(=O)N1CCN(S(=O)(=O)c2ccc3c(c2)oc(=O)n3C)CC1	2	0%	-9%	-9%	-2%	0%	2	23%	9	3
CN(C(=O)COC(=O)Cn1cnc2c1c(=O)n(C)c(=O)n2C)C1(C#N)CCCCC1	97	.	-3%	4%	1%	2%	.	.	1	-3
Cc1cccc(N=Nc2c(C)c(C#N)c(O)[nH]c2=O)c1	1	-2%	-3%	8%	-3%	0%	3	?	-97*	-5
Cc1ccc(CNC(=O)CCc2c(C)nc3ncnn3c2C)cc1	-3	-1%	3%	-2%	-1%	-2%	2	5%	-8	1
COc1ccc(Br)cc1S(=O)(=O)n1c([N+](=O)[O-])cnc1C	1	-1%	0%	0%	-5%	5%	0	-1%	-18	-5
O=C(NCc1ccc2c(c1)OCO2)c1cc([N+](=O)[O-])ccc1N1CCOCC1	-7	.	11%	0%	0%	-2%	.	.	23	1
O=S(=O)(Nc1ccc2nc(C(F)(F)F)[nH]c2c1)c1ccccc1	-11	3%	5%	5%	.	4%	-9	-25%	5	-1
COc1cccc(NC(=O)N2CCN(c3ccc(C(F)(F)F)cn3)CC2)c1	-12	3%	-5%	-3%	-4%	0%	8	-3%	-3	-2
C=C(C)CNC(=S)NNC(=O)CCn1c2ccc(Cl)cc2c2cc(Cl)ccc21	-10	0%	1%[46.1 µM]	?	0%	12%	-3	3%	28	-6
COc1cc2ncnc(NCc3ccc(C)cc3)c2cc1OC	27	-1%	-6%	?	-1%	-15%	2	-5%	10	-2
COc1cccc(N(CC(=O)NC2CCCC2)C(=O)CCCC(=O)Nc2ccccn2)c1	-1	16%	2%	10%	0%	1%	1	10%	-7	2
CN(CC1CCCN(CCc2cccc(C(F)(F)F)c2)C1)C(=O)c1ccco1 (stereo not drawn)	20	5%	0%	5%	5%	-22%	.	17%	-2	33
Going on with the list.
SMILES	TSHR antagonist	GALK inh	TCR activator	BCR signal inh	A-T KAP1 phos	Tb PFK block	FBPA coupling cs	MLL CXXC-DNA inh	Giardia kill	hERG WT inh
O=[N+]([O-])c1ccccc1/C=N/n1c(C2CCCCC2)n[nH]c1=S	7	0%	0%[46.1 µM]	9%	-1%	-2%	-3	3%	-9	-1
CC(C)C(=O)Nc1nnc(SCC(=O)NCc2ccco2)s1	4	0%	-4%[46.1 µM]	-1%	9%	-8%	0	-2%	2	-4
O=C(CN(C(=O)C1CSC(=O)C1)c1ccc(F)cc1)NCc1ccc2c(c1)OCO2 (stereo not drawn)	-11	-1%	-27%	1%	-2%	0%	1	-3%	-22	-7
COc1ccc(CN2CNc3c(c(=O)n(C)c(=O)n3C)C2)cc1	0	.	3%	0%	1%	4%	1	1%	-18	10
N#Cc1cccnc1N1CCN(C(=O)c2cccc3c2C(=O)c2ccc(Cl)cc2S3(=O)=O)CC1	-9	.	4%	?	-2%	14%	.	.	-13	-8
Clc1ccc(COc2ccccn2)c(Cl)c1	-7	2%	-4%	?	6%	-4%	-3	2%	25	4
Cc1c(S(=O)(=O)NC2CCCCC2)c(=O)n(C)c(=O)n1C	19	.	-3%	-14%	-14%	-20%	.	.	3	2
CCCn1c(SCC(=O)c2cc(OC)ccc2OC)nnc1-c1ccco1	-7	3%	-3%	?	3%	-5%	-4	6%	4	-10
Cc1cc(-c2nnc(SCC(=O)Nc3ccc(F)cc3F)n2N)n[nH]1	7	1%	-5%	-14%	-6%	-3%	-1	2%	6	-4
c1ccc(-c2ccccc2OCCOCCN2CCc3ccccc3C2)cc1	25	1%	2%	?	13%	-4%	-2	-2%	4	28
O=S(=O)(NCC1CN(S(=O)(=O)c2c(F)cccc2F)C1)c1ccc2c(c1)OCCO2	-12	.	8%	0%	-5%	-3%	.	.	?	.
CCOC(=O)c1c(NC(=O)c2ccc(C)cc2)sc2c1CC(C)(C)OC2	-10	-4%	6%	-23%	1%	-2%	-3	1%	-4	0
CCc1cc(C(=O)OC)c(NC(=O)CC2Nc3cc(C)c(C)cc3NC2=O)s1 (stereo not drawn)	1	0%	-6%[46.1 µM]	-6%	14%	-3%	-1	14%	-3	3
COc1ccc(OC)c(CCNC(=O)CCCC(=O)n2ncc3cc(C)ccc32)c1	26	.	6%	?	-13%	1%	1	.	8	-16
COc1ccc(Cl)cc1S(=O)(=O)Nc1noc2ccccc12	10	0%	0%	-1%	-3%	19%	6	20%	17	-6
COc1ccc(C2CC(c3cccs3)=NN2c2ccc(F)cc2)cc1OC (stereo not drawn)	38	-6%	.	6%	25µM*	1%	1	23%	-18	-2
COc1ccc(S(=O)(=O)Cc2ccc(C(=O)N3CCN(c4ccccn4)CC3)o2)cc1	-2	2%	-2%	0%	5%	-1%	-2	16%	-10	0
Cn1nc(C(=O)OCC(=O)Nc2ccc(C(N)=O)cc2)c2ccccc2c1=O	-5	.	0%	-6%	38%	-8%	.	.	-7	3
COc1cccc(C(=O)NCc2n[nH]c(=S)n2-c2cccc(C)c2)c1	1	-1%	14%	-3%	-6%	-11%	2	-2%	9	-23
O=C(COc1ccc2c(c1)OCO2)Nc1ccc(Cl)cn1	-31	0%	-5%	-9%	11%	3%	2	52%[activator]	11	-10
COCCNC(=S)N/N=C(\C)CCc1ccc2c(c1)OCO2	-1	1%	2%	20µM*	3%	-9%	-2	-14%	-9	-5
Cc1ccc(S(=O)(=O)NCC2CCC(C(=O)NCc3cccs3)CC2)cc1 (stereo not drawn)	-7	4%	3%	?	2%	2%	1	1%	19	.
COc1ccc(N2CCN(C(=O)Cn3nnc(-c4ccc(N(C)C)cc4)n3)CC2)cc1	-7	-5%	-7%	4%	1%	-4%	-3	9%	2	-1
O=C(NCCCn1ccnc1)c1cc(S(=O)(=O)N2CCOCC2)ccc1F	2	13%	-4%	0%	-7%	0%	1	6%	-2	-2
Cc1nn(CC(=O)N(C)C2CCS(=O)(=O)C2)c(C)c1[N+](=O)[O-] (stereo not drawn)	10	.	-4%	0%	1%	1%	.	.	4	-3

An excerpt from above in order of the BCR signal inh value, smallest number first.
SMILES,TSHR antagonist,GALK inh,TCR activator,BCR signal inh,Tb PFK block,MLL CXXC-DNA inh
Cc1c(S(=O)(=O)NC2CCCCC2)c(=O)n(C)c(=O)n1C,19,.,-3%,-14%,-20%,.
O=C(COc1ccc2c(c1)OCO2)Nc1ccc(Cl)cn1,-31,0%,-5%,-9%,3%,52%[activator]
COc1ccc(CN2CNc3c(c(=O)n(C)c(=O)n3C)C2)cc1,0,.,3%,0%,4%,1%
O=[N+]([O-])c1ccccc1/C=N/n1c(C2CCCCC2)n[nH]c1=S,7,0%,0%[46.1 µM],9%,-2%,3%
